# High-throughput results (PubChem)
# GPR151 ag – activators of human GPR151, primary screen, cell-based, PathHunter beta-arrestin, luminescence; G-protein coupled receptor 151 (Homo sapiens), Q8TDV0; PathHunter beta-arrestin GPR151 cells; activation, % at 11.2 µM; actives 1% (n = 650,000); AID 1508602, 2020; in the data active means activation above about 4.9%;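 further: 0% = median of compound wells and 100% = cells with positive control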
# Target sequence (Q8TDV0 whole entry, looked up): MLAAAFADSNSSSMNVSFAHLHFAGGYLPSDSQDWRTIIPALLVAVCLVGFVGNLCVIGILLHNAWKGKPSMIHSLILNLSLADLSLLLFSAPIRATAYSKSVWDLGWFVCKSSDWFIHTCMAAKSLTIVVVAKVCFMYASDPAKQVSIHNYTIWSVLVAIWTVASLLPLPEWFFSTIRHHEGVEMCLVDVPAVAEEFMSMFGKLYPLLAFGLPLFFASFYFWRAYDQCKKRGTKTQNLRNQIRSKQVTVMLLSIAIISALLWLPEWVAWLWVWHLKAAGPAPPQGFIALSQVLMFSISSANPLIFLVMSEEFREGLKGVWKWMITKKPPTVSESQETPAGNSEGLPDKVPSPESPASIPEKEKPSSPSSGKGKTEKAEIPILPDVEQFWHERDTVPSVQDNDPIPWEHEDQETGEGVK
# TEAD-YAP block – TEAD-YAP interaction inhibition, primary screen, TEAD-YAP interaction inhibitor project, luminescence, HEK-TIYL cells | AID 1259422, 2018 | TEAD-Gal4/YAP UAS-luciferase luminescence | inhibition, % at 9.12 µM | actives 1.4% (n = 640,000); in the data active means inhibition above about 32%;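 further: 0% = median of test compound wells and 100% = reference inhibitor wells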
# MITF inh – MITF inhibitors, primary screen, biochemical, AlphaScreen, human; Microphthalmia-associated transcription factor (Homo sapiens), O75030; AlphaScreen MITF homodimerization, bead proximity signal; inhibition, % at 2.6 µM; actives 0.91% (n = 650,000); AID 1259374, 2018; in the data active means inhibition above about 50%;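 further: 0% = vehicle wells with protein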
# FBW7 activator – FBW7 E3 ligase activators, primary screen, biochemical, AlphaScreen, human. AlphaScreen FBW7–phospho-cyclin E peptide binding, activator screen. AID 1259310, 2017. F-box/WD repeat-containing protein 7 (Homo sapiens), Q969H0. actives 0.13% (n = 650,000). normalized activity (activation), % at 26.1 µM; in the data active means normalized activity above about 1.9%;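 further: purified mutant Fbw7 with reduced substrate affinity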
# Target sequence (Q969H0 whole entry, looked up): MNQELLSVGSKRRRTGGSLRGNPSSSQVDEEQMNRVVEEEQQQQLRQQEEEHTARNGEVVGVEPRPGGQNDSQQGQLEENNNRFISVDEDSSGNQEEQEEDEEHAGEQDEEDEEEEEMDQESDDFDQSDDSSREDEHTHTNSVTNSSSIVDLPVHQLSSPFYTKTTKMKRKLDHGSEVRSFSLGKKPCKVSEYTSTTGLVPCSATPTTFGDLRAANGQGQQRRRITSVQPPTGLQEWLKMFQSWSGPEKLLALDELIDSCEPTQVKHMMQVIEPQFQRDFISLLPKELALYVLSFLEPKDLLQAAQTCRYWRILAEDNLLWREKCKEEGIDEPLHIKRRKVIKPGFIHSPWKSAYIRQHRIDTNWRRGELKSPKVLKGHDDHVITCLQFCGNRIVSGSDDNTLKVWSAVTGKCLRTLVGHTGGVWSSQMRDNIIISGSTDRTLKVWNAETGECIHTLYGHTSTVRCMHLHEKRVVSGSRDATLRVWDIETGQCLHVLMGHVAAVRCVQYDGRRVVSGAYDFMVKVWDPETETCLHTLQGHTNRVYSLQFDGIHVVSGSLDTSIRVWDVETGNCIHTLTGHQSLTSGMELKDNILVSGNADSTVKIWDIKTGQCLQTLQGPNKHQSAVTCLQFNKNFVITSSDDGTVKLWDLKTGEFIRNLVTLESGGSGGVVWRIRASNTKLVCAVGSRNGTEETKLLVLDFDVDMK
# An asterisk follows results filed as active. Not a hit list (roughly 3.4% active in at least one column).
SMILES,GPR151 ag,TEAD-YAP block,MITF inh,FBW7 activator
CS(=O)(=O)Oc1ccc2ccc(=O)oc2c1,1.8,2,2,0.3
CCOc1ccc(NC(=O)CC2CCCCC2)cc1,-2.3,-74,7,-0.1
CN(C(=O)c1ccc(Br)o1)C1CCCCC1,0.1,-11,-9,-0.2
O=C(c1ccc(N2CCCCCC2)c([N+](=O)[O-])c1)N1CCOCC1,-0.5,-2,7,0.3
CS(=O)(=O)Nc1ccccc1-c1cnc2cccc(Nc3ccccn3)c2c1,3.9,0,35,-1.0
CCCOc1ccc(C2CC(=O)NC3=C2C(=O)CC(C)(C)C3)cc1OC (configuration not stated),2.0,6,5,-0.1
COc1cc([N+](=O)[O-])ccc1NC(=O)C/C(C)=N/NC(=O)c1cc2ccccc2cc1O,-1.9,-2,11,0.5
CC1CCN(C(=S)SCc2cn3cccnc3n2)CC1,1.9,0,4,0.0
O=C(c1cc(-c2ccncc2)nc2ccccc12)N1CCN(c2ccccn2)CC1,0.7,58*,-16,-0.3
COc1ccccc1NC(=O)c1c(NC(=O)C(C)(C)C)sc2c1CCCCC2,0.1,7,4,0.1
CCCOc1ccc(C2C(=O)N(C3CCCCC3)CC(=O)N2C2CCCCC2)cc1OC (configuration not stated),-0.9,1,-1,0.1
C=CCSc1nnc(Cn2cnc3ccccc32)n1C,-0.3,0,-5,0.0
O=C1NC(=O)C(=Cc2ccc(N3CCCC3)c(F)c2)C(=O)N1,0.1,3,-6,-0.8
O=C(CCN1C(=O)c2ccccc2C1=O)NC1CCS(=O)(=O)C1 (configuration not stated),-0.6,0,5,0.1
O=S(=O)(c1ccc(I)cc1)N1CCSC1c1ccc(Br)cc1 (configuration not stated),-0.2,-2,35,0.0
OCc1cc(Br)ccc1OCc1cccc(F)c1,1.3,-10,12,0.3
CCOc1cc(/C=C2/NC(=O)NC2=O)cc(Br)c1OCC(=O)O,1.8,0,12,0.9
COCCCN1C(=O)/C(=C\c2cccc(OC)c2)C(C(=O)OC)=C1C,-1.7,9,-1,0.0
COc1ccc(CN2CCNC(=O)C2CC(=O)N2CCCCCCC2)c(OC)c1 (configuration not stated),0.6,3,4,0.1
O=C(c1cc2cc(Br)ccc2oc1=O)N1CCCCC1,-0.1,-7,18,0.1
CCOC(=O)N1CCC(n2c(SCC(=O)NCc3ccco3)nc3ccsc3c2=O)CC1,1.1,8,8,0.9
CC(C)NC(=O)c1ccccc1NC(=O)c1ccc(I)cc1,-0.7,-7,-10,0.2
CC(=O)NCCSc1c(C)[nH]c2ccccc12,0.3,-1,8,0.1
CCOc1cc(S(=O)(=O)NCc2ccncc2)ccc1Cl,0.7,52*,8,-0.1
CSc1nc2c(sc(=S)n2-c2ccccc2)c(=O)[nH]1,-0.1,1,4,0.2

# An excerpt of these results, with bars between the fields:
SMILES | GPR151 ag | TEAD-YAP block | MITF inh | FBW7 activator
COc1ccc(CN2CCNC(=O)C2CC(=O)N2CCCCCCC2)c(OC)c1 (configuration not stated) | 0.6 | 3 | 4 | 0.1
CCOc1cc(/C=C2/NC(=O)NC2=O)cc(Br)c1OCC(=O)O | 1.8 | 0 | 12 | 0.9
COc1ccccc1NC(=O)c1c(NC(=O)C(C)(C)C)sc2c1CCCCC2 | 0.1 | 7 | 4 | 0.1
C=CCSc1nnc(Cn2cnc3ccccc32)n1C | -0.3 | 0 | -5 | 0.0
CCOC(=O)N1CCC(n2c(SCC(=O)NCc3ccco3)nc3ccsc3c2=O)CC1 | 1.1 | 8 | 8 | 0.9

# Later entries.
SMILES,GPR151 ag,TEAD-YAP block,MITF inh,FBW7 activator
Cn1c(=O)c2c(ncn2CCCC#N)n(C)c1=O,-0.7,-5,16,0.1
Cc1ccc(N2C(=O)/C(=C/c3ccc([N+](=O)[O-])cc3)C=C2c2ccccc2)c(Br)c1,0.1,7,4,0.0
Cn1cc(-c2ncco2)c(-c2ccnc(Nc3ccc(N4CCOCC4)cc3)c2)n1,1.1,1,6,0.0
COC(=O)c1c(-c2ccc(Cl)cc2)csc1NC(=O)C1CCC1,-1.7,0,-9,0.1
Cc1cccc(C(=O)N2CCN(C(=O)c3ccccc3)CC2)c1,0.3,4,15,0.7
COCCCNC(=O)CCc1c(C)nc2cc(-c3ccccc3OC)nn2c1C,0.0,15,17,0.1
COc1ccccc1/C=C1/C(=O)N(c2ccc(C(C)=O)cc2)N=C1C,-1.5,-6,1,-0.1
O=C(/C=C(\O)c1ccccc1)C(=O)NNC(=O)c1ccccc1,-1.1,-32,-8,0.1
CCOc1ncccc1C(=O)OCC(=O)c1ccccc1Br,-0.5,-8,-9,0.0
Cc1nnc(N2C(=O)C(O)=C(C(=O)c3ccco3)C2c2ccc(Br)cc2)s1 (configuration not stated),0.7,7,15,0.1
COc1ccc(C(=O)COC(=O)c2cccc(NC(=O)c3ccc(Cl)cc3)c2)cc1,0.6,-7,-13,0.0
CCOC(=O)C1(CCCc2ccccc2)CCN(C(=O)C[C@@H]2C[C@@H](C)NC(=S)N2)CC1,-0.6,-6,-3,-0.1
CN1CCN(c2cc(Nc3ccc4c(c3)OCCO4)c3c4c(onc24)-c2ccccc2C3=O)CC1,-0.2,-2,23,-0.5
Cn1c(Nc2nc(NCc3nc4ccccc4[nH]3)c3ncn(-c4ccccc4)c3n2)nc2ccccc21,0.1,19,10,0.0
COc1cc(O)c(C(=O)Cc2cc3ccccc3o2)cc1C(C)C,0.9,3,4,0.4
COc1ccc([N+](=O)[O-])cc1NC(=O)c1ccc(S(=O)(=O)N(C)c2ccccc2)cc1,-1.0,-5,3,-0.1
CCOC(=O)Cn1nnnc1CN1CCN(c2ccccc2F)CC1,0.6,-3,4,0.0
O=C(NC1CCCCC1)c1nnc(-c2cccc(Cl)c2)o1,-0.8,-55,-23,-0.1
CCCCN(CCCC)CC(O)CN(c1ccc(C)cc1)S(=O)(=O)c1ccc([N+](=O)[O-])cc1 (configuration not stated),0.1,6,4,-0.3
COc1ccc(CN2CCOc3ccc(C(O)c4cccnc4)cc3C2)cc1 (configuration not stated),-0.8,2,5,0.0
CCOC(=O)CCC(=O)NNC(=O)CC12CC3CC(CC(C3)C1)C2,-0.6,5,-1,-0.1
CC(C)CC(NC(N)=O)C(=O)OCC(=O)c1c(N)n(C)c(=O)n(C)c1=O (configuration not stated),-0.9,6,2,0.1
O=C(Nc1ccc(O)c(-c2nc3ccccc3o2)c1)c1ccc(F)cc1,1.9,1,-16,0.1
COc1ccc(-c2nnc(NC(=O)c3ccc(S(=O)(=O)N4CCOCC4)cc3)o2)cc1,-0.2,5,21,0.1
Cc1cnc(N2CCC(N3CCOCC3)CC2)nc1NC1CCN(Cc2ccccc2)CC1,-0.1,8,3,0.0

# Of the compounds above, these have a Cl atom:
SMILES,GPR151 ag,TEAD-YAP block,MITF inh,FBW7 activator
CCOc1cc(S(=O)(=O)NCc2ccncc2)ccc1Cl,0.7,52*,8,-0.1
COC(=O)c1c(-c2ccc(Cl)cc2)csc1NC(=O)C1CCC1,-1.7,0,-9,0.1
COc1ccc(C(=O)COC(=O)c2cccc(NC(=O)c3ccc(Cl)cc3)c2)cc1,0.6,-7,-13,0.0
O=C(NC1CCCCC1)c1nnc(-c2cccc(Cl)c2)o1,-0.8,-55,-23,-0.1

# Next part.
SMILES,GPR151 ag,TEAD-YAP block,MITF inh,FBW7 activator
COc1ccc(NC(=O)CCOc2cccc(C)c2)cc1,0.1,3,6,0.1
CSc1cccc(NS(=O)(=O)c2cccc3cccnc23)c1,0.2,11,7,0.1
O=C1NCCCN1Cc1ccc(F)cc1Cl,0.5,-1,27,-0.1
COc1ccc(-c2noc(COc3cccc(C)c3C)n2)cc1,2.0,-3,1,0.1
Cc1cc(C)n(-c2cc(N3CCOCC3)ncn2)n1,3.6,4,35,-0.1
COc1cccc(C(=O)NC(=S)Nc2ccc(Cl)c(-c3nc4ncccc4o3)c2)c1,-1.4,-1,7,0.1
O=C(NC(=S)Nc1nc(-c2ccccc2)cs1)c1ccco1,0.5,-4,-2,-0.2
CCOc1ccc(C(=O)Nc2cccc(C(F)(F)F)c2)cc1Br,1.4,-6,-5,-0.1
CCOc1ccccc1N1C(=O)CC(Sc2n[nH]c(-c3ccccc3)n2)C1=O (configuration not stated),-1.8,16,6,0.3
COc1ccc(-c2nc(-c3ccccc3Cl)no2)cc1,0.6,-55,-4,0.0
Fc1ccccc1C(c1nnnn1Cc1ccco1)N1CCN(C2CCCCC2)CC1 (configuration not stated),-0.9,-10,2,-0.1
O=C(Nc1ccc(-n2cccn2)cc1)C1CCN(Cc2cc3ccccc3o2)CC1,-0.4,8,3,0.1
c1ccc(CSc2nnc(-c3c[nH]c4ccccc34)o2)nc1,-0.6,-77,-1,-0.1
Cc1cccc2c1NC(=O)C21SCC(=O)N1c1cccc(F)c1 (configuration not stated),0.9,-1,15,0.0
O=C(Nc1ccc(Cl)c([N+](=O)[O-])c1)N1CCc2ccccc21,-1.1,-20,26,0.5
CCOc1ccc(C(=O)c2cnc3ccc(F)cc3c2N2CCOCC2)cc1,-1.7,-4,12,0.8
CC(=O)Nc1ccc(NC(=O)c2csc(Oc3ccccc3)n2)cc1,1.6,-10,0,0.2
O=C(CSc1nc2ccccc2o1)OCC(=O)N1CCc2ccccc21,0.4,-6,-5,0.0
S=C(S)NCCNCCOc1ccccc1,0.0,-12,17,0.1
COc1cc(-c2nc(-c3ccc(C)cc3)no2)cc(OC)c1OC,-0.6,1,-7,0.6
CC1NC(=O)C(C#N)=C(SCc2ccccc2)S1 (configuration not stated),0.7,-5,-9,-0.2
COc1ccc2c(-c3cc4ccccc4oc3=O)cc(=O)oc2c1,1.2,-4,4,-0.1
Clc1ccc(-c2nnc(-c3cccs3)c3conc23)cc1,-1.0,-15,3,-0.1
CCOc1ccc(C2C(C(=O)OC(C)C)=C(C)Nc3nnnn32)cc1 (configuration not stated),-0.9,0,0,0.0
COc1ccc(/C=C2\C=C(c3ccccc3)N(c3ccc(Cl)c(C(=O)O)c3)C2=O)cc1,-0.8,-12,28,1.0
# More entries follow.
SMILES,GPR151 ag,TEAD-YAP block,MITF inh,FBW7 activator
Cc1ccc(C)c(OCC(=O)O/N=C(\N)c2cccc(Br)c2)c1,0.1,-10,-1,-0.1
O=C(Nc1cccc2ccccc12)c1cc2cc(Br)ccc2oc1=O,4.4,1,3,0.0
CN(C1CCCC1)C1CCN(C(=O)CNC(=O)/C=C/c2ccc(F)cc2)CC1,-0.2,0,6,0.0
CC(C)(O)C#Cc1ccc(CN2CCN(CCc3ccccc3)C(CCO)C2)s1 (configuration not stated),-1.5,4,-3,-0.1
CC(=O)N(CN1C(=O)CCC1=O)CN1C(=O)CCC1=O,0.6,2,9,-0.1
COc1cccc(CNC(=O)Cn2nc(C)c([N+](=O)[O-])c2C)c1,0.3,-1,12,0.4
C/C(=N/NC(=S)Nc1ccc(C)cc1)c1cccc(N)c1,0.9,-3,0,-0.1
O=C(NC(=S)Nc1ccc(O)c(-c2nc3ccccc3o2)c1)c1ccc(Cl)cc1,0.8,7,1,0.1
Cc1cc(C)c2nc(SCC(=O)Nc3c[nH]c(=O)[nH]c3=O)c(C#N)cc2c1,1.4,3,-1,0.2
CNc1nc(OCC(F)(F)F)nc(N2CCN(C34CC5CC(CC(C5)C3)C4)CC2)n1,0.2,2,16,-0.2
CC(C)(C)Nc1nc(SCC(=O)Nc2ccccc2Cl)nc(N2CCOCC2)n1,-0.3,-12,7,-0.1
CC1CC(C)CN(c2ncnc3c2c(-c2ccccc2)cn3-c2ccc(Br)cc2)C1 (configuration not stated),-0.4,2,25,0.7
CCCC(=O)Nc1ccc(C(=O)N/N=C/c2cc([N+](=O)[O-])ccc2O)cc1,0.0,-4,4,0.1
CC1CC(C)CN(S(=O)(=O)c2ccc3c(c2)N(CC(=O)NC2CC2)C(=O)CO3)C1 (configuration not stated),-0.6,1,-1,-0.1
CCCCN1C(=O)/C(=C/c2c(NCC3CCCO3)nc3ccccn3c2=O)SC1=S (configuration not stated),0.4,5,24,0.2
C=CCN1C(=O)/C(=C/c2ccc(OC)c(OC(C)=O)c2)SC1=S,0.1,-11,-1,0.7
CCOC(=O)c1c(NC(=O)c2ccc(S(=O)(=O)N3CCCC(C)C3)cc2)sc2c1CCN(C(C)C)C2 (configuration not stated),-0.7,-4,-3,0.3
O=C(NC1(C(F)(F)F)NC(=O)N(CCc2ccccc2)C1=O)c1ccccc1Cl (configuration not stated),-0.5,3,2,-0.1
Cc1ccc(Cl)cc1NC(=S)N(CCCN1CCOCC1)Cc1cccnc1,0.2,0,15,0.4
Cn1nccc1Nc1nc(NCCCN2CCCC2=O)c2ncn(-c3ccccc3)c2n1,1.2,10,11,-0.2
O=C(NC1CC1)c1ccc(-c2cccc(C(=O)Nc3ccc(N4CCOCC4)cc3)n2)cc1,0.2,-11,7,0.0
O=C(CNC(=S)N(Cc1ccccc1)Cc1cccs1)NCCCN1CCOCC1,0.4,-7,-4,-0.1
C=CCNC(=S)NNc1ccc(C(F)(F)F)cc1[N+](=O)[O-],1.4,10,-2,0.1
O=c1[nH]c(SCc2cccc3ccccc23)nc2c1cnn2-c1ccccc1,0.9,7,-2,-0.3
Cc1c(C)n(C(=O)CSc2ncccn2)c2ccccc12,-1.4,-30,-10,0.2
N#CC1=C(N)Oc2n[nH]c(-c3ccc(F)cc3)c2C1c1ccc(C2C(C#N)=C(N)Oc3n[nH]c(-c4ccc(F)cc4)c32)cc1 (configuration not stated),1.0,1,0,-0.3
